Source: PubChem BioAssay
Shiga toxin inh = Shiga toxin inhibition. Vero cells, Shiga toxin protein synthesis inhibition reporter. inhibition, % at 38.7 µM. actives 9.2% (n = 290,000). AID 2315; in the data active = inhibition mostly above about 28%, no sharp cut-off; inactive = mostly below about 43%; note: 0% is about no effect
HCV inhibitor = inhibitors of hepatitis C virus infection. Huh7.5.1 HCVcc-Cre infection, luciferase reporter, 44 h. Potency, µM (doses to about 41.8 µM), without a hit: at the top dose activity change, negative = inhibition, hits mostly inhibitors. actives 3.4% (n = 340,000). AID 651820; note: potency is the fitted concentration of half-maximal effect; % is set by controls: 0 for no effect and ±100 for the full control effect
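Compounds are dispensed onto cells plated 4 h earlier at 1,000 per well, with HCVcc-Cre virus (about 0.5 moi) added next. Following 44 h of culture, luminescent signal is measured for 15 sec after 15 min with substrate at room temperature.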
Pf growth 96h = inhibits malaria parasite growth, 96 h; P. falciparum luciferase reporter growth, 96 h; Potency, µM (series often up to 28.7 µM), without a hit: at the highest dose activity change, negative = inhibition, hits mostly inhibitors; actives 6.9% (n = 320,000); note: potency is the fitted concentration of half-maximal effect; % is set by controls: 0 for no effect and ±100 for the full control effect
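Delayed-death screen, second-generation endpoint: infected erythrocytes, 2% hematocrit, 0.05% parasitemia final; 96 hours at 37 C, 5% CO2; luciferase detection reagent; luminescence decrease equals reduced growth.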
Cycloheximide cs = counter-screen hit for Shiga toxin inhibitors, cycloheximide; cell reporter, cycloheximide protein synthesis inhibition counterscreen; max response, %; actives 12% (n = 300,000); AID 2314; in the data active = max response mostly above about 13%, no sharp cut-off; inactive = mostly below about 14%; note: read at 38.3 µM for the half of the compounds with a filed dose; 0% is about no effect
Pf growth 48h = inhibits P. falciparum growth in the first generation, 48 h; Potency, µM (titrated, usually from 28.7 µM), for the others: at the highest dose activity change, negative = inhibition, hits mostly inhibitors; P. falciparum luciferase growth in erythrocytes, 48 h; actives 5.9% (n = 310,000); note: potency is the fitted concentration of half-maximal effect; % is set by controls: 0 for no effect and ±100 for the full control effect
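Here the parasites carry a stable luciferase gene and grow inside erythrocytes in Albumax-based RPMI medium with compound for one erythrocytic cycle. Activity is scored as loss of luminescent signal.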
Giardia FBPA inh = inhibitors of Giardia lamblia fructose-1,6-bisphosphate aldolase. Potency, µM (series often up to 59.6 µM), without a hit: at the top dose activity, negative = inhibition, hits mostly inhibitors. AID 2451. actives 0.71% (n = 290,000). purified Giardia FBPA; note: potency is the fitted concentration of half-maximal effect; % is set by controls: 0 for no effect and ±100 for the full control effect; nearly all actives have a fitted effect of over 55% in size
Target sequence (A8B2U2 whole entry, looked up): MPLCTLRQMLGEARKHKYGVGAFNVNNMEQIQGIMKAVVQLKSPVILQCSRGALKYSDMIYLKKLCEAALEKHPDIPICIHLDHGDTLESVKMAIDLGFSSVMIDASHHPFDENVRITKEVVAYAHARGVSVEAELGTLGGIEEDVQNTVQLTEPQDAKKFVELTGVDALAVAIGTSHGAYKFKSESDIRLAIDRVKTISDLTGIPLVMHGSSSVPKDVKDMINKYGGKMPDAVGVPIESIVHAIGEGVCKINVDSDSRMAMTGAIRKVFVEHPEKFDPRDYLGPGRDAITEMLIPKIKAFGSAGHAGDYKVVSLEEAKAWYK
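40 nM FBPA preincubated 10 min at RT with compound (up to 57.5 uM final), then substrate plus GAPDH/TPI/NAD/arsenate coupling and diaphorase/resazurin added. Fluorescence read after 20 min at RT, 525/598 nm.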
An asterisk follows results filed as active; ? = inconclusive; / = no result given; & = joins results of further samples; [ ] = dose if it differs, or a comment. Unless noted, calls come from the whole dose curve; as a rule, active = well fitted curve in the direction sought with a large enough effect; inconclusive = small, poorly fitted or top-dose-only effect, or another doubt; inactive = no such curve, though single readings can be large; an effect the other way counts as inactive or inconclusive.

compound | Shiga toxin inh | HCV inhibitor | Pf growth 96h | Cycloheximide cs | Pf growth 48h | Giardia FBPA inh
CN(C)S(=O)(=O)c1cccc(CNCC2COc3ccccc3O2)c1 (stereo unspecified) | -3 | 19% | -7% | -1 | / | ?
CCOC(=O)c1sc(Nc2ccc(C)cc2C)nc1C | 19 | ? | / | 18* | ? | -12%
Cc1ccc(NC(=O)c2ncc(Cl)c(Cl)c2Cl)cc1C | 61 | 15% | 125%[activator] | 40* | 283%[activator] | 4%
O=C(COc1ccccc1)NCC(=O)N1CCCC1 | 17 | 13% | 0% | -2 | 13% | 1%
O=C(O)c1cccc(Oc2cccc(Cl)n2)c1 | -4 | 21% | -26% | -3 | 7% | 8%
CC(NC(=O)COc1ccc([N+](=O)[O-])cc1)c1ccccc1 (stereo unspecified) | -7 | 17% | 12% | -2 | -11% | 0%
O=C(/C=C/NCC(=O)c1ccccc1)c1ccc(Br)cc1 | 45* | 8% | ? | 13 | 21% | -1%
O=c1[nH]c(CSc2ncccn2)nc2c1cnn2-c1ccccc1 | 31 | -9% | 0% | 12 | 14% | 4%
Cc1ccc(S(=O)(=O)NNC(=S)NC(=O)c2ccc([N+](=O)[O-])cc2)cc1 | -15 | 1% | 68%[activator] | -2 | 7% | ?
CN1C2CCC1CC(NS(=O)(=O)c1cccc(C(F)(F)F)c1)C2 (stereo unspecified) | -6 | -3% | 12% | 1 | -6% | /
O=S(=O)(NC1=NCCC1)c1cccs1 | -1 | -3% | 0% | -2 | -9% | 12%
CC(Cl)C(=O)c1ccc2c(c1)CCN2C(=O)C1CC1 (stereo unspecified) | 44 | 2% | ? | 21* | -25% | -3%
CC(=O)N1C(=O)c2cccc3cccc(c23)C(=O)N1C(C)=O | -11 | 21% | 12% | -3 | 15% | 0%
Cc1noc(C)c1COC(=O)[C@@H](NC(=O)c1ccccc1Cl)C(C)C | -3 | -2% | 77%[activator] | -5 | -6% | 3%
COc1ccccc1NC(=O)c1cc(S(=O)(=O)N2CCCCCC2)ccc1F | 4 | ? | ? | 7 | ? | /
Cc1ccc(N2CCN(/N=C/c3cccnc3)CC2)cc1 | 7 | -1% | 0% | 8 | 5% | 6%
O=C(Nc1cccc(Cl)c1)c1cc(S(=O)(=O)NCCc2ccc(Cl)cc2)ccc1F | -8 | ? | ? | 1 | -15% | 4%
Cc1ccc(C(=O)Nc2cc(C(F)(F)F)ccc2-n2cncn2)o1 | / | ? | ? | / | ? | /
Cc1c(C(=O)N2CCN(S(=O)(=O)c3cc(F)ccc3F)CC2)oc2ccccc12 | / | -11% | -45% | / | ? | /
Cn1cnnc1SCC(=O)NC1CCCCC1 | -6 | 2% | -21% | 0 | 14% | -4%
NC(=O)Nc1ccc(Cl)cc1 | 17 | 31%[activator] | 35%[activator] | -2 | 90%[activator] | 0%
CCOC(=O)N1CCN(C(=O)c2ccc(N3CCCC3=O)cc2)CC1 | -8 | 28% | 179%[activator] | -3 | -6% | 4%
CC1CCCC(NC(=O)CCCn2c(=O)[nH]c3cc(Cl)ccc3c2=O)C1C (stereo unspecified) | -14 | -9% | / | -6 | / | 4%
COc1ccccc1OCC(=O)Nc1ccccc1C(=O)NCc1ccco1 | 21 | ? | / | -1 | -27% | 0%
O=C(NCc1ccc(F)cc1)N1CCN(S(=O)(=O)c2ccccc2F)CC1 | -5 | 5% | -9% | 8 | 7% | 12%
CC(=O)Nc1ccc(S(=O)(=O)NC2Cc3ccccc3C2)cc1 | -4 | 5% | 4% | -1 | -9% | 5%
CC1(C)[C@@H](O)CC[C@]2(C)[C@H]3C(=O)C=C4[C@@H]5C[C@@](C)(C(=O)O)CC[C@]5(C)CC[C@@]4(C)[C@]3(C)CC[C@@H]12 | -21 | ? | ? | -1 | -2%&-9% | ?
COc1ccc(Br)cc1C(=O)NC(=S)Nc1ccc(CN2CCOCC2)cc1 | 3 | ? | 4.7µM* | 10 | ? | /
COC(=O)c1sc(NC(=O)COc2cccnc2[N+](=O)[O-])c(C(=O)OC)c1C | / | ? | ? | / | ? | /
CN(Cc1nccs1)C(=O)C1CCC(=O)N(CCCc2ccccc2)C1 (stereo unspecified) | 7 | 12% | ? | 1 | 16% | 9%
N#Cc1cc([N+](=O)[O-])cnc1Nc1ccccc1 | -8 | -1% | 16% | -4 | 10% | 3%
COc1ccccc1C(=O)C(O)c1ccccc1OC (stereo unspecified) | 27 | -3% | / | -2 | -4% | -5%
Cc1cc(C)n2c(Br)c(CN3CC4CC(C3)c3cccc(=O)n3C4)nc2n1 (stereo unspecified) | -16 | 1%[8.37 µM] | -26% | -1 | 14% | -5%
O=C(Nc1ccccc1)/C(=C/c1ccccc1)c1ccccc1 | 4 | ? | 4.1µM* | -2 | 15µM* | -4%
COc1ccc(CNS(=O)(=O)c2ccc3c(c2)N(C(C)=O)CCO3)cc1 | 1 | -1% | 11% | -1 | 8% | 10%
Cc1ccc(S(=O)(=O)NNC(=O)c2cccc(O)c2)cc1 | -11 | 12% | 43%[activator] | -1 | -2% | -4%
COc1ccc(C(=O)NCCc2cc3ccc(C)c(C)c3[nH]c2=O)cc1OC | -2 | -29% | ? | -8 | 5% | 9%
O=C(O)CCc1ccc(-c2cccs2)n1NC(=O)c1ccco1 | -5 | 3% | 10µM* | -2 | 8% | 1%
C/C(=C\C(=O)c1ccc(Cl)cc1Cl)N(C)C | 32* | -2% | 10% | 14 | ? | -9%
C=CCOc1ccc(CNc2nccs2)cc1OC | 22* | 10µM* | ? | 26* | 37%[activator] | 0%
NC(=O)c1ccc(NC(=O)c2cncn2-c2ccccc2)cc1 | 2 | -1% | 4% | 4 | ? | -11%
CCOc1ccc(/C=C(/NC(=O)c2ccc(Cl)cc2)C(=O)O)cc1OCC | 8 | -4% | 41%[activator] | 12 | 30%[activator] | 11%
Cc1[nH]c2c(Br)cccc2c1[C@H]1[C@@H](CC#N)C1(C)C | 63* | ? | ? | 42* | ? | -16%
c1ccc(-c2csc3ncnc(-n4cnc5ccccc54)c23)cc1 | -16 | -6% | 84%[activator] | -2 | -8% | 19%
CCCCc1cc(=O)oc2cc(OCC(=O)NCc3ccccn3)ccc12 | -6 | -6% | -5% | 4 | 6% | 10%

Record cards, from the list above.
NC(=O)c1ccc(NC(=O)c2cncn2-c2ccccc2)cc1 is listed with Shiga toxin inh: 2; HCV inhibitor: -1%; Pf growth 96h: 4%; Cycloheximide cs: 4; Pf growth 48h: ?; Giardia FBPA inh: -11%
c1ccc(-c2csc3ncnc(-n4cnc5ccccc54)c23)cc1 is listed with Shiga toxin inh: -16; HCV inhibitor: -6%; Pf growth 96h: 84%[activator]; Cycloheximide cs: -2; Pf growth 48h: -8%; Giardia FBPA inh: 19%

Remaining list, next part:
compound | Shiga toxin inh | HCV inhibitor | Pf growth 96h | Cycloheximide cs | Pf growth 48h | Giardia FBPA inh
CN(C)S(=O)(=O)c1ccc(NC(=O)N2CCN(c3ccccc3)CC2)cc1 | -3 | 9% | 3% | -11 | 17% | 1%
CC(C)(C)C(=O)C[n+]1ccc(C(N)=O)cc1 | -10 | -3% | -27% | -9 | 6% | 3%
COc1ccc(CC(=O)N2CCN(S(=O)(=O)c3cc(Cl)ccc3Cl)CC2)cc1 | / | 7% | ? | / | ? | /
C/C(=N/NC(=O)CN1CCN(S(=O)(=O)c2ccc(Br)cc2)CC1)c1ccncc1 | -1 | 9% | ? | -3 | 0% | -5%
CC(=O)c1cccc(N(C(=O)CNC(=O)c2ccco2)C(C(=O)NC2CCCC2)c2ccco2)c1 (stereo unspecified) | -5 | 3% | 15% | -2 | -11% | 6%
O=C(CC1S/C(=N/N=C/C=C/c2ccccc2)NC1=O)Nc1ccc(C(=O)O)cc1 (stereo unspecified) | -7 | 10% | ? | 16 | 11% | 2%
CNC(=O)CN1C(=O)NC(c2ccccc2)(c2ccccc2)C1=O | -7 | 10% | 36%[activator] | -2 | 19% | -9%
C=C(C)CSc1nc2c(c(=O)[nH]c(=O)n2C)n1Cc1ccccc1 | 2 | ? | ? | -4 | ? | 5%
NS(=O)(=O)c1ccc(-c2ccc(/C=N/NC(=O)c3ccccc3O)o2)cc1 | 32 | 15% | 18% | 8 | ? | -9%
CC1CN=C(NC2CCCCC2C)S1 (stereo unspecified) | -5 | 1% | ? | -3 | -8% | -11%
O=C(C1CCCN1S(=O)(=O)c1cccc2cccnc12)N1CCc2ccccc21 (stereo unspecified) | -18 | 6% | -19% | -2 | / | 1%
Cc1ccccc1NC(=O)CSc1nc2ncc(Cl)cc2[nH]1 | -3 | -11% | 32%[activator] | -5 | 17% | -26%
COc1ccc(C(=O)NC(=S)NNC(=O)COc2ccccc2)cc1 | 43 | -26% | 32%[activator] | 13 | -5% | 29%
O=S(=O)(NCCSc1ccccc1)c1ccc2c(c1)OCCO2 | -5 | -15% | / | -2 | 6% | 1%
COc1ccc(-c2noc(CN3CCC(Cc4ccccc4)CC3)n2)cc1 | -6 | -13% | / | -2 | 10% | 1%
O=C(Oc1ccc(/C=N/NC(=O)c2ccccc2O)cc1)c1ccccc1 | 25 | 12% | 6.6µM* | 16* | / | -9%
CC(C)(C)NC(=O)CSc1nc2ccc(Nc3nc(N4CCOCC4)nc(N4CCOCC4)n3)cc2s1 | -7 | -24% | ? | 2 | 7.4µM* | -8%
COCCN(C(=O)c1snc(C(N)=O)c1N)C(C(=O)NC1CCCCC1)c1ccc(OC)c(OC)c1 (stereo unspecified) | -6 | 5% | 99%[activator] | -3 | -30% | -3%
Cc1ccc(S(=O)(=O)N2CC(C(=O)O)=CC[C@H]2c2ccc3c(c2)OCO3)cc1 | / | 4% | 52%[activator] | / | -19% | /
CN(CC/C=C1/c2ccccc2CSc2ccccc21)CCCO | -4 | ? | 13µM* | -7 | 12µM* | -14%
CCN(CC)S(=O)(=O)N1CCC(C(=O)NC(C)CCc2ccccc2)CC1 (stereo unspecified) | -10 | ? | -11% | -2 | -15% | 3%
COc1nc(C)nc2c1ccc1ccccc12 | 16 | 3% | -5% | 8 | -9% | 4%
O=C(COC(=O)CCC(=O)c1ccc(F)cc1)Nc1ccc(F)cc1F | -5 | 15% | 14% | 9 | 98%[activator] | 2%
Cc1ccc(-n2c(SCC(=O)NCC3CCCO3)nnc2-c2ccoc2C)cc1 (stereo unspecified) | -2 | 3% | / | -3 | / | 9%
COc1cccc(-n2nc(C#N)c(Cl)cc2=O)c1 | -21 | ? | -4% | -6 | 0% | 3%
C/C(=N\NC(=O)c1cccc(S(=O)(=O)N2CCCCC2)c1)c1ccc(C)o1 | -8 | 16% | ? | -2 | -11% | -17%
Cc1ncc([N+](=O)[O-])n1CC(=O)Nc1cccc(C(F)(F)F)c1 | -7 | 6% | -10% | -3 | 0% | 2%
O=C(c1ccc2c(c1)OCO2)C1CCCN(Cc2cccn2-c2cccnc2)C1 (stereo unspecified) | -13 | ? | 2% | -1 | ? | 4%
CCCC(=O)Nc1sc2c(c1C(=O)OCC)CC(C)(C)OC2 | -23 | -14% | 11% | 1 | -34% | 1%
CCOC(=O)CCCCC(=O)c1[nH]c(=O)[nH]c1C[n+]1ccccc1 | -17 | / | -10% | 9 | ? | -6%
Cc1cc(OC(=O)c2ccccc2Cl)c([N+](=O)[O-])c(=O)[nH]1 | 4 | -3% | 99%[activator] | 1 | 45%[activator] | -26%
CNC(=O)C(C)Sc1ccc(S(=O)(=O)N2CCOCC2)cn1 (stereo unspecified) | / | 6% | 30%[activator] | / | 38%[activator] | /
CN(C)CCCn1c2c(c(SCC(=O)Nc3cccc4ccccc34)nc1=O)CCC2 | / | ? | ? | / | ? | /
CN1CCN(C(=O)c2cnn(-c3ccccc3)c2NC(=O)c2ccccc2Cl)CC1 | -9 | / | 27% | 13 | -4% | /
C#CCOCCOCCOCCNc1nc(N2CCOCC2)nc(N2CCN(C(=O)[C@H]([C@@H](C)CC)n3cc(CCCCN)nn3)CC2)n1 | -17 | -19% | 8.3µM* | -3 | ? | -5%
COc1ccc(NC(=S)Nc2ccc3nsnc3c2)cc1 | 61 | ? | 0.23µM* | 41* | 20% | ?
